# Assay outcomes (PubChem)
# CIT2-GFP yeast: yeast TOR pathway CIT2-GFP modulation. S. cerevisiae CIT2-GFP strain, flow cytometry, 3 h; 100 means same as DMSO wells. GFP response vs DMSO, % at 10 µM. actives 0.065% (n = 320,000). AID 2029;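 active = GFP response relative to DMSO above a set limit, near the screen mean plus 3 SD, cut at about 150% in these data; inconclusive = Fewer than 70 cells measured for a yeast strain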;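 note: ratio of well median GFP fluorescence to mean of DMSO wells on the plate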
# VLA-4 inh: inhibition in a human VLA-4 binding assay; actives 0.2% (n = 330,000); P13612; VLA-4 expressing cells, ligand binding flow cytometry; inhibition, % (about 7 µM as worked out from the volumes in the protocol); AID 2557; in the data active = inhibition above about 50%
# Target sequence (P13612 whole entry, looked up): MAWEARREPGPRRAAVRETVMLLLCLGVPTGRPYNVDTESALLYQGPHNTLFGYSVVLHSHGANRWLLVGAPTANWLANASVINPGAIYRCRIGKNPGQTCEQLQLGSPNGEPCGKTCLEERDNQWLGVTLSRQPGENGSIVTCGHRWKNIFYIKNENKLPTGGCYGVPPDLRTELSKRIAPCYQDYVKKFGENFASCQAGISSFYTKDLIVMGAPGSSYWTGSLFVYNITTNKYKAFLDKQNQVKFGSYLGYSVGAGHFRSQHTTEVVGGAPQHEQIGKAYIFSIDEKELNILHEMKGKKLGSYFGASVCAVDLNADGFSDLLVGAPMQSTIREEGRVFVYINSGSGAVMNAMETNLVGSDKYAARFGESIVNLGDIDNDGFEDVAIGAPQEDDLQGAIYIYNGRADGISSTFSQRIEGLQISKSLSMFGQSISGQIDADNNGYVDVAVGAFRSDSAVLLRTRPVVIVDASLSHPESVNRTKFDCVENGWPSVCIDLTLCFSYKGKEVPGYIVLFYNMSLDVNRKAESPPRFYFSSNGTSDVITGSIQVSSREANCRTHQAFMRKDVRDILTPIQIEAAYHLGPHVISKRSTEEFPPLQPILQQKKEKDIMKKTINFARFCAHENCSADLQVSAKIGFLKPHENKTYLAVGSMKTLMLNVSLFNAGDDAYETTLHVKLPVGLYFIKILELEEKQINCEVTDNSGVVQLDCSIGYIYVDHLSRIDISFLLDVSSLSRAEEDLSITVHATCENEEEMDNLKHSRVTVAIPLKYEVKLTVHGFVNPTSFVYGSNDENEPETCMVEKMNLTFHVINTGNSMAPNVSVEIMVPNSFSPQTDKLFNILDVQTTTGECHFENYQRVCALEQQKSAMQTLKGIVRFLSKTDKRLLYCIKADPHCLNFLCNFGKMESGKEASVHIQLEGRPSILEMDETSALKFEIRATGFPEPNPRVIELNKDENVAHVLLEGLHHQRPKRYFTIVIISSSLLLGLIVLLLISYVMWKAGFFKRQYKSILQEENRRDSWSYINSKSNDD
# MEP2 TOR yeast: alters MEP2-GFP fluorescence in TOR pathway yeast screen. S. cerevisiae MEP2-GFP strain, flow cytometry GFP, 3 h; 100% = DMSO control level. GFP response vs DMSO, % at 10 µM. actives 0.51% (n = 330,000). AID 2016;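 active = GFP response versus DMSO above a set limit, roughly screen mean plus 3 SD, cut at about 180% in these data; inconclusive = fewer than 70 cells counted for a yeast strain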;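 note: median GFP fluorescence of the barcode-gated MEP2-GFP cells per well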
# RPL19A TOR yeast: alters RPL19A-GFP fluorescence in TOR pathway yeast screen; S. cerevisiae RPL19A-GFP strain, flow cytometry, 3 h; active compounds read low; percent response vs DMSO, % at 10 µM; actives 0.3% (n = 330,000); AID 2025;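 active = percent response vs DMSO below 50%; inconclusive = fewer than 70 events counted for the yeast strain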;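 note: median channel GFP fluorescence of the barcoded RPL19A-GFP strain; ratio of sample median GFP to plate DMSO average so 100% = DMSO; lower means less RPL19A-GFP as with rapamycin TOR inhibition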
# GRK2 aptamer HTS: inhibitors of human GRK2 displacing RNA aptamer | P25098 | inhibition of aptamer binding, % at 10 µM | actives 0.59% (n = 330,000) | bead flow cytometry, FAM-aptamer displacement from GRK2;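 active = inhibition of aptamer binding above 40%, roughly 3 SD of noise, on plates passing a quality check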;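 note: median bead fluorescence of bound FAM aptamer so fluorescent compounds give negative values; no value below 0 was filed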
# AGP1-GFP MLPCN: modulators of TOR pathway AGP1-GFP in S. cerevisiae. actives 0.02% (n = 320,000). S. cerevisiae AGP1-GFP multiplex flow cytometry, 3 h; GFP as percent of DMSO wells. GFP response vs DMSO, % at 10 µM;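 active = GFP response relative to DMSO above a set limit, near screen average plus 3 SD, cut at about 150% in these data; inconclusive = fewer than 70 cells counted for the yeast strain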;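 note: median GFP channel fluorescence of the gated AGP1 strain per well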
# CR mimetic SO: lowers age-related superoxide in aged yeast cells | superoxide response (% of plate mean), % at 10 µM | AID 2690 | S. cerevisiae aged cells, superoxide DHE fluorescence; active compounds read low | actives 0.18% (n = 330,000);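 active = superoxide response under a set limit, about three screen SD below normal, cut at about 65% in these data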;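 note: yeast aged for seven days with compound at 30 °C before DHE staining; 100% = average MFI of all compound-treated wells on the plate with controls excluded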
# LAP4 TOR yeast: modulators of TOR pathway LAP4-GFP in S. cerevisiae; S. cerevisiae LAP4-GFP multiplex, flow cytometry GFP, 3 h; median GFP as percent of DMSO wells; GFP response vs DMSO, % at 10 µM; actives 0.34% (n = 320,000); AID 2023;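 active = GFP response vs DMSO above a set limit, about the screen mean plus 3 SD, cut at about 150% in these data; inconclusive = under 70 cell events counted for the yeast strain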
# The depositor's hits bear a star; ? = inconclusive; · = not tested or not shown; [ ] = another dose, or the depositor's remark.
SMILES,CIT2-GFP yeast,VLA-4 inh,MEP2 TOR yeast,RPL19A TOR yeast,GRK2 aptamer HTS,AGP1-GFP MLPCN,CR mimetic SO,LAP4 TOR yeast
O=C(NNc1cc(Cl)cc(Cl)c1)c1cccs1,95,24,94,89,1,97,71,97
Cc1ccccc1OCc1nnc(SCC(=O)O)n1-c1ccccc1,97,16,106,107,4,96,117,96
COCCN1C(=O)c2ccccc2C(C(=O)NCCN(C)C)C1c1ccc(F)cc1 (stereo unspecified),?,2,464*[may fluoresce violet],52[may fluoresce violet],2,42[may fluoresce violet],92,85[may fluoresce violet]
CCOCCCNC(=S)NCCc1ccccc1,88,5,96,95,1,92,110,93
Cc1ccc(C(=O)COC(=O)C(C)N2C(=O)C3C4CCC(C4)C3C2=O)cc1C (stereo unspecified),90,7,100,100,6,86,100,84
COc1ccc(CN2C(=O)c3cccnc3C2=O)cc1S(=O)(=O)NCc1ccccc1,103,2,115,104,2,101,96,97
NC(=O)C1CCN(C(=O)c2cnn(-c3ccccc3)c2NC(=O)c2ccco2)CC1,104,8,99,101,0,106,98,98
O=C(NCc1ccccc1Cl)NC(=O)c1ccccc1,95,17,95,98,0,92,135,95
CC(C)C(NC(=O)c1ccccc1)C(=O)OCn1nnc2ccccc2c1=O (stereo unspecified),82,4,100,101,14,100,95,107
Cn1cnc([N+](=O)[O-])c1Sc1ncn[nH]1,82,0,83,82,2,81,104,76
Cc1ccc(S(=O)(=O)N(C)CC(=O)OCC(=O)c2c(N)n(C)c(=O)n(C)c2=O)cc1,104,1,109,110,3,112,107,110
CCc1cc(S(=O)(=O)N2CCN(C(=O)c3ccco3)CC2)ccc1OC,106,0,118,105,6,113,90,105
CCOc1cccc(NC(=O)/C(C#N)=C\c2cn(CC(=O)O)c3ccccc23)c1,102,4,105,105,3,102,100,83
O=C(Cc1c(C(=O)O)[nH]c2ccccc12)NCCN1CCN(c2ccccc2F)CC1,91,15,101,101,0,95,106,98
Cc1ccc(/C=N/NC(=O)c2ccoc2C)s1,102,3,109,105,0,96,94,89
CC(C)(C)N(Cc1ccccc1)C(=O)COC(=O)CNC(=O)c1ccco1,94,0,106,102,2,113,105,108
CS(=O)(=O)N(Cc1nc(-c2ccc(F)cc2)no1)c1ccccc1Cl,70,7,93,94,3,77,103,128
CCO[C@H]1OC(C(=O)N2CCN(C)CC2)=C[C@@H](C2CC2)[C@@H]1CCCO,71,19,94,100,0,82,96,127
CCOc1ccc(S(=O)(=O)N2CCCC(C(=O)NCc3cccnc3)C2)cc1 (stereo unspecified),105,12,108,98,0,101,119,96
COc1ccc(N2C(=O)CCC(C(=O)Nc3ccccn3)C2c2ccc(OC)c(OC)c2)cc1 (stereo unspecified),109,-4,97,100,0,·,96,98

# Exported as tab-separated lines: 3 of the compounds above
SMILES	CIT2-GFP yeast	VLA-4 inh	MEP2 TOR yeast	RPL19A TOR yeast	GRK2 aptamer HTS	AGP1-GFP MLPCN	CR mimetic SO	LAP4 TOR yeast
CCOCCCNC(=S)NCCc1ccccc1	88	5	96	95	1	92	110	93
COc1ccc(N2C(=O)CCC(C(=O)Nc3ccccn3)C2c2ccc(OC)c(OC)c2)cc1 (stereo unspecified)	109	-4	97	100	0	·	96	98
Cc1ccccc1OCc1nnc(SCC(=O)O)n1-c1ccccc1	97	16	106	107	4	96	117	96

# Other compounds follow:
SMILES,CIT2-GFP yeast,VLA-4 inh,MEP2 TOR yeast,RPL19A TOR yeast,GRK2 aptamer HTS,AGP1-GFP MLPCN,CR mimetic SO,LAP4 TOR yeast
CCn1c(C)nc2cc(C(=O)N/N=C(\C)c3ccc(N4CCOCC4)cc3)ccc21,94,19,88,95,0,97,102,98
Cc1ccc2nsnc2c1NC(=O)c1sc2ccccc2c1Cl,104,-56,107,96,0,99,89,98
CCN1CCCC1CNC(=O)c1cc2c(OC)c(OC)c(OC)cc2[nH]1 (stereo unspecified),92,10,98,94,0,97,113,·
Cc1cc(C)nc(N2CCCC(C(=O)NCc3ccccc3)C2)n1 (stereo unspecified),104,1,105,99,1,103,85,99
COc1ccc(/C=C2/SC(=S)N(NS(=O)(=O)c3ccccc3)C2=O)cc1,90,6,96,94,1,93,90,86
O=C(CNC(=O)[C@@H]1Cc2ccccc2CN1)Nc1ccc2c(c1)OCCO2,90,8,112,96,0,94,110,90
COc1ccc(C(=O)NNC(=O)c2ccccn2)cc1,94,-1,96,97,0,88,108,94
CC(=O)Nc1cccc(NC(=O)CSc2nccn2Cc2ccco2)c1,116,-12,106,100,11,104,102,105
COC(=O)c1ccc(C)c(NC(=O)CCSc2ccc(Cl)cc2)c1,89,10,107,99,0,97,99,112
Cn1c(-c2ccc(Cl)nc2)nc2cc(Cl)ccc21,93,13,111,98,2,93,92,97
O=C(NN1C(=O)/C(=C/C=C/c2ccco2)SC1=S)c1ccncc1,106,2,99,95,79*,107,97,114
CCCn1cc2c(c1-c1cccc(C)c1)c(=O)n(C)c(=O)n2C,94,-15,95,89,3,90,66,92
CC(C)c1nnc(NC(=O)c2cccs2)s1,122,7,97,106,44*,105,118,100
CCOC(=O)NC(=O)CSc1nnnn1-c1ccc(Cl)cc1,93,15,97,94,1,94,112,96
COc1cc2c(cc1OC)N1C(=O)CC(OCC(=O)O)C3C4CC5(CCN5C(=O)C4=O)C2C31 (stereo unspecified),105,18,104,103,3,105,92,111
Cc1cccc(-n2c(-c3ccco3)n[nH]c2=S)c1,102,17,106,101,0,91,93,86
COc1ccc(NC(=S)NNC(=O)c2ccco2)c(OC)c1,101[may fluoresce green],0,143[may fluoresce green],104[may fluoresce green],5,101[may fluoresce green],104,124[may fluoresce green]
COc1ccccc1OCC(=O)Nn1c(=S)[nH]c2ncccc2c1=O,101,-4,99,103,0,99,98,96
CC(=O)c1cccc(OCC(=O)N(C)CC(=O)Nc2ccc(F)cc2)c1,89,6,100,98,0,101,113,108
O=C(NCC1CCCO1)C1CC(=O)N(c2ccc(F)c(Cl)c2)C1 (stereo unspecified),95,-2,97,103,0,106,100,101
Cc1ccc2c(c1)N(CC(=O)N1CCN(c3ccccc3)CC1)C(=O)C(C)O2 (stereo unspecified),100,7,87,95,0,93,110,93
O=C(CC1Sc2ccccc2NC1=O)OC(C(=O)NCCc1ccccc1)c1cccnc1 (stereo unspecified),97,15,99,99,2,100,108,93
CCOC(=O)N1CCN(c2c(NCc3ccccn3)c(=O)c2=O)CC1,106,-8,102,102,0,102,104,93
COc1cc(-c2cc(C(=O)N3CCN(c4ccccn4)CC3)c3ccccc3n2)cc(OC)c1OC,103,-6,110,101,0,108,111,109
O=C(CN(Cc1ccc(F)cc1)C(=O)CCC(=O)Nc1ccccn1)NCc1ccc(F)cc1,99,-5,103,102,0,101,109,100
O=C(/C=C/c1ccccc1)NC1CC2CCCC(C1)N2Cc1ccccc1 (stereo unspecified),87,8,100,102,0,101,102,93
CC(C)(Oc1ccc(Cl)cc1)C(=O)O/N=C(\N)c1ccncc1,95,5,108,92,3,88,107,105
COc1cccc(CC(=O)NC2CCCN(Cc3ccccc3F)C2)c1 (stereo unspecified),100,-15,100,97,1,99,97,99
CCOC(=O)C1=C(C)OC(N)=C(C#N)C1c1ccsc1 (stereo unspecified),102,7,96,·,0,96,117,96
FC(F)(F)c1ccc(Oc2ccc3cc(Br)ccc3c2)nc1,98,10,102,96,0,92,90,91
Cc1ccc2cc(CN(c3ccc(C)c(C)c3)S(C)(=O)=O)c(=O)[nH]c2c1,97,-1,102,98,0,97,102,105
COc1ccc(-c2csc(NC(=O)c3cccs3)c2C(=O)O)cc1OC,85,-9,96,94,0,91,99,102
Cc1c(C(=O)OCC(C)C)[nH]c2c1C(=O)CC(c1ccco1)C2 (stereo unspecified),97,13,108,95,1,99,89,103
Nc1nc(Cl)nc(N(c2ccccc2)c2ccccc2)n1,112,-6,112,109,2,107,113,108
COc1ccc(S(=O)(=O)N2CCCCCC2)cc1NC(=O)CCCOc1ccccc1,96,4,98,97,0,99,105,97
COc1ccc(-n2c(C)c(C(C)=O)c3cc(OCC(N)=O)ccc32)cc1,109,5,108,105,0,102,79,102
COC(=O)c1c(-c2ccc(OC)cc2)sc2ccc(OC)cc12,77,17,95,92,2,90,105,94
Cc1noc(C)c1C(=O)OCC(=O)NC(c1ccccc1)c1ccccc1,79,19,97,90,2,·,97,87
CCOC(=O)c1ccc(NC(=O)c2c(NCc3ccccc3)[nH]c(=O)[nH]c2=O)cc1,84,-9,100,100,5,90,98,105
c1ccc(CNc2ncnc3c2oc2ccccc23)nc1,97,4,101,94,1,98,93,99
O=C(COc1ccc(Cl)cc1)NCCNc1ccc([N+](=O)[O-])cc1,94,11,102,99,1,103,93,95
C=CCNCCOCCOc1ccc(C)cc1[N+](=O)[O-],·,0,102,102,0,104,93,97
COc1cc(/C=N/NC(=O)COc2c(C)cc([N+](=O)[O-])cc2C)ccc1OC(=O)c1ccccc1,101,-18,105,99,0,103,102,98
CCn1ccnc1CC1COc2ccccc2O1 (stereo unspecified),74,-13,90,88,2,77,99,103
C=CCNC(=S)N1CCN(Cc2ccccc2)CC1,99,-6,94,97,3,96,110,105
COc1cc(C(=O)OCC(=O)NC(=O)NC2CCCCC2)cc(Cl)c1OC,87,4,85,88,0,93,106,100
CSCc1nnc(NC(=O)c2ccc(S(=O)(=O)N3CCCCC3C)cc2)o1 (stereo unspecified),101,7,106,98,0,104,98,102
CC(=O)N1CCc2cc(S(=O)(=O)NC3CCCCC3)ccc21,99,-5,105,101,0,98,98,95
Cc1cnc(C(=O)OCC(=O)c2ccc(F)c(F)c2)cn1,92,13,101,99,0,106,99,104
O=C(Cc1c(O)c2ccccc2[nH]c1=O)NCc1ccccc1F,108,1,102,101,1,105,108,99
CC(C)Oc1ccccc1/C=N/NC(=O)c1ccccc1Cl,88,8,96,95,0,97,98,88
CCOC(=O)N1CCN(CCC(=O)Nc2ccc(C)c(Br)c2)CC1,96,19,98,96,3,108,110,103
C=CCC1NS(=O)(=O)OC(CCCC)C1O (stereo unspecified),88,5,90,93,0,83,98,123
CCc1c(C)sc(NC(=O)c2cc(CC(C)C)on2)c1C#N,93,15,96,94,1,94,105,93
CCCOc1ccc(C(=O)NCC(c2ccco2)N(C)C)cc1 (stereo unspecified),94,6,105,103,0,99,96,107
CCCCn1c(N)c(N(CCOC)C(=O)c2ccc(C)c(S(=O)(=O)N3CCOCC3)c2)c(=O)[nH]c1=O,97,15,97,98,0,104,105,103
CSc1nc(C)c2c(n1)N(c1ccc(O)cc1)CC2,102,17,101,97,6,106,94,98
COc1ccc(N2C(=O)CSC2c2cccc(OC)c2OC)cc1 (stereo unspecified),107,0,106,103,0,106,98,106
Cc1ccc(N2CC(C(=O)N/N=C/c3c(F)cccc3Cl)CC2=O)cc1 (stereo unspecified),90,4,102,112,0,86,116,73
Cc1cc(C)nc(N2CCC(CNC(=O)CCc3ccccc3)CC2)n1,·,-7,94,97,0,100,86,83
O=C(CNC(=O)c1ccccc1F)NCCc1ccc(Cl)cc1Cl,95,6,101,97,1,94,104,93
Cn1c2c(c(=O)n(C)c1=O)C1(C(=O)Nc3ccccc31)C(C#N)=C(N)O2 (stereo unspecified),85,6,97,93,1,93,93,98
COc1ccccc1Nc1nc(N)nc(CN2CCC(C)CC2)n1,94,3,94,93,1,95,107,96
